NIH3T3 tox = cytotoxic compounds in NIH 3T3 cells. NIH 3T3 viability, CellTiter-Glo ATP luminescence, 48-72 h. Potency, µM (series often up to 96.7 µM), inactives show at the top dose activity change, negative = cytotoxicity, actives largely listed as inhibitors. actives 4.3% (n = 94,000); further: potency means the concentration at half of the fitted maximal effect; nearly all actives have a fitted effect of over 55% in size
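NIH 3T3 cells at 400 cells/well received 23 nL of compound by pintool and were incubated 48 or 72 h at 37 °C. Viability was read as ATP-coupled CellTiter-Glo luminescence.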
SNCA viab count = counter-screen for SNCA expression inhibitors: cell viability; HEK-293-SNCA-luc viability, GF-AFC fluorescence, 24 h; Potency, µM (series often up to 57.1 µM), inactives show at the top dose activity change, negative = cytotoxicity, usual class: cytotoxic; actives 0.12% (n = 150,000);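 further: potency means the concentration at half of the fitted maximal effect; 0% = DMSO-treated cells and -100% = medium-only wells without cells; nearly all actives have a fitted effect of over 30% in size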
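Cytotoxicity counterscreen: after 24 h compound treatment of genome-edited SNCA-luciferase HEK-293 cells, live-cell protease substrate GF-AFC read by fluorescence after 30 min; activity scaled between DMSO (0%) and medium-only (-100%), curves Hill-fitted.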
GPT2 inhibitor = blocks human glutamate pyruvate transaminase 2; Q8TD30; Recombinant GPT2, coupled pyruvate oxidase/HRP Amplex Red fluorescence; Potency, µM (doses to about 57.7 µM), inactives show at the top dose activity change, negative = inhibition, actives largely listed as inhibitors; actives 0.25% (n = 100,000); further: potency means the concentration at half of the fitted maximal effect; nearly all actives have a fitted effect of over 60% in size; many of its hits are not listed in these tables
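Fluorescence read-out: pyruvate from GPT2 turnover coupled to pyruvate oxidase, HRP and Amplex Red (0.2mM ThPP, 0.2U/mL PO and HRP, 50uM Amplex final). Substrates 250uM a-KG, 2mM L-alanine; enzyme 10ng/uL; 30 min RT.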
IP6K1 inhibitor = blocks human inositol hexakisphosphate kinase 1; Q92551; IP6K1 kinase, ADP-Glo luminescence, 2 h; hits give low values; activity change, % (series mostly up to about 58 µM); actives 0.81% (n = 140,000); AID 1645851; in the data active means activity change below about -25%
Target sequence (Q92551 whole entry, looked up): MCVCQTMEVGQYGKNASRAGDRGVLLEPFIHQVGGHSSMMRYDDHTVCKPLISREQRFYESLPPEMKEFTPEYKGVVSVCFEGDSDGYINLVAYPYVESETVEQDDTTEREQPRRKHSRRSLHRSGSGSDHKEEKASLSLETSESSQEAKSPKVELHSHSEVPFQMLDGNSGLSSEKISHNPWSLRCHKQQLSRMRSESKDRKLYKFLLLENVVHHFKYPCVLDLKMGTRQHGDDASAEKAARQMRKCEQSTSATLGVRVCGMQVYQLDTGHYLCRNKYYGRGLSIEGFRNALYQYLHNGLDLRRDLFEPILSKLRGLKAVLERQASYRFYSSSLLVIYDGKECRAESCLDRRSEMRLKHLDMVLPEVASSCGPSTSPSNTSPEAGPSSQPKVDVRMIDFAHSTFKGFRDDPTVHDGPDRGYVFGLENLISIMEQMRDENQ
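ADP-Glo luminescence measures ADP made by human IP6K1 during a 2 h RT reaction with ATP/IP6 (mix at 1.3 mM/130 uM); top library doses 57.5 and 19.1 uM final.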
SNCA expr inh = reduces expression of the alpha-synuclein gene. HEK-293 SNCA-luciferase knock-in, luminescence, 24 h. Potency, µM (series often up to 57.2 µM), for the others: at the highest dose activity change, negative = inhibition, most hits filed as inhibitors. actives 0.17% (n = 140,000). AID 1671194;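 further: potency means the concentration at half of the fitted maximal effect; plate controls were DMSO cells for no effect and cell-free wells for full effect; nearly all actives have a fitted effect of over 45% in size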
FLuc inh = inhibitors of firefly (Photinus pyralis) luciferase | Potency, µM (doses to about 115 µM), without a hit: at the top dose activity change, negative = inhibition, hits mostly inhibitors | actives 2.5% (n = 76,000) | P08659 | purified P. pyralis luciferase, luminescence, biochemical; further: potency means the concentration at half of the fitted maximal effect; nearly all actives have a fitted effect of over 65% in size
Target sequence (P08659 whole entry, looked up): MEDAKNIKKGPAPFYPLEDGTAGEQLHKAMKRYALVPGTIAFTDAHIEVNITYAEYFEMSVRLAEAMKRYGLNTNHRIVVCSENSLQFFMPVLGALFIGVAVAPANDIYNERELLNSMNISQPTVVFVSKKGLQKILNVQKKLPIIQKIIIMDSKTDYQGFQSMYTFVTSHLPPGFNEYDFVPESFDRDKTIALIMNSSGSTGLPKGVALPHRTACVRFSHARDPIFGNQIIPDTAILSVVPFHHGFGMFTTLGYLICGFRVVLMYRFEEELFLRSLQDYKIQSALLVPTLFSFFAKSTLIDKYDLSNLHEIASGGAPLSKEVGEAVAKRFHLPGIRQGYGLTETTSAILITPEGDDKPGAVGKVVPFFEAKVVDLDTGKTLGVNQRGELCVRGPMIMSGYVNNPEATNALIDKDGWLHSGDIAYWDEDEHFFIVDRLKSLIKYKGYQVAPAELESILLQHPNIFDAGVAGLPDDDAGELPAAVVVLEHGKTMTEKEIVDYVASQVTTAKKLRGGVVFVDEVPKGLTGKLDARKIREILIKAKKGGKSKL
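Luminescence read by CCD imaging after purified firefly luciferase (10nM final) was added to substrate buffer holding 10uM D-luciferin and 10uM ATP, pH 7.5, pre-dosed with compound.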
HEK cytotox = HEK 293 cell cytotoxicity. actives 6.6% (n = 94,000). HEK 293 viability, ATP luminescence (CellTiter-Glo), 48-72 h. Potency, µM (series often up to 115 µM), for inactives: at the top dose activity change, negative = cytotoxicity, usual class: inhibitors. AID 1345083; further: potency means the concentration at half of the fitted maximal effect; nearly all actives have a fitted effect of over 60% in size
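HEK 293 seeded at 250 cells/well receive compound via pintool. After 48 or 72 hr at 37 degree Celsius, 5% CO2 and 95% humidity, CellTiter-Glo is dispensed and luminescence read following 10 min at room temperature.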
* hit, by the source's call; i = inactive; ? = inconclusive; · = no result given; [ ] = dose if it differs, or a comment. Unless noted, the call rests on the fitted dose curve; in most records, active means well fitted curve in the direction sought with a large enough effect; inconclusive means small, poorly fitted or top-dose-only effect, or another doubt; inactive means no such curve, though single readings can be large; an effect the other way counts as inactive or inconclusive. Unless noted, on the % scale 0 is the no-effect control and ±100 the full control effect.

SMILES	NIH3T3 tox	SNCA viab count	GPT2 inhibitor	IP6K1 inhibitor	SNCA expr inh	FLuc inh	HEK cytotox
Cc1nc(C(=O)N2CC[C@H](NC(=O)C3CCNCC3)C[C@H]2C(=O)N[C@@H](Cc2cccs2)C(N)=O)cs1	3.8%	2.7%	i	-2.5	10.8%	-2.2%	0.9%
COCCCNC(=O)C(NC(=O)c1ccc(C)cc1)C1CCN(C(=O)c2ccccc2C)CC1 (centres undefined)	i	6.7%	4.1%	-3.6	-2.3%	0.9%	i
COC[C@H]1NC(=O)CC[C@H]1C(=O)Nc1cccc(OC)c1	-4.0%	?	0.4%	10.9	-14.8%	-4.3%	i
CN1CCC(OC2CCN(C(=O)c3ccc(F)c(F)c3)CC2)CC1	-21.4%	2.8%	i	-10.2	1.4%	-8.4%	-19.7%
CNC(=O)c1cc(C)nc2onc(C3CCCN3C(=O)Cc3ccc(F)cc3)c12 (centres undefined)	-20.7%	·	·	3.4	·	·	-7.3%
Cn1ccnc1C(=O)N1CCCC(c2noc(COc3ccccc3F)n2)C1 (centres undefined)	-3.0%	-1.9%	-8.9%	4.8	8.8%	0.0%	-9.0%
Cc1ccc(-c2cc(C(=O)NCc3cnn(C)c3C)c3ccccc3n2)cc1C	·	-4.2%	·	-9.7	43.7%[activator]	·	·
COc1ccc(Br)c(C(=O)Nc2cc3c(cc2N2CCCCC2)n(C)c(=O)c(=O)n3C)c1	·	-11.9%	·	-6.3	21.2%	·	·
COc1ccc(N2CC(C(=O)NCc3ccc(F)cc3)NC2=O)cc1 (centres undefined)	-21.9%	5.8%	i	12.3	-6.1%	-6.0%	-19.4%
C[C@H]1COC2=C1C(=O)C(=O)c1c2ccc2c1CCCC2(C)C	·	-13.3%	17.2µM*	·	20.7%	·	·
O=C(CSc1nc2c([nH]c3ccccc32)c(=O)n1-c1ccc(F)cc1)NCC1CCCO1 (centres undefined)	·	-21.9%	·	-0.3	1.7%	·	·
O=C(NCc1ccccn1)C1CCCN(c2nc3ncccc3o2)C1 (centres undefined)	-21.4%[138 µM]	-5.6%[87.6 µM]	-6.6%[88.5 µM]	-7.4	-4.2%[87.6 µM]	7.3%[172 µM]	-1.6%[172 µM]
Cn1nc(-c2ccccc2F)c2cc(C(=O)NCCc3ccc(Cl)cc3)sc21	·	-24.2%	·	-16.5	?	·	·
CN(C)C[C@H]1O[C@@H]2C[C@@H](CC(=O)N3CCC(F)(F)C3)O[C@@H]2[C@@H]1O	2.4%[174 µM]	-1.1%[87.6 µM]	-10.7%[88.5 µM]	2.5	-22.3%[87.6 µM]	-3.9%[172 µM]	i
O=C(NCc1ccc(Cl)cc1)C1CCN(S(=O)(=O)c2ccc(F)cc2)CC1	·	7.0%	·	-3.0	0.5%	·	·
c1ccc(CN2CC[C@H](c3nnc(Cc4c[nH]c5ccccc45)o3)C2)cc1	?	-2.9%[87.6 µM]	2.2%[88.5 µM]	-0.6	-26.3%[87.6 µM]	-7.5%[172 µM]	?
CCN(CC)c1ccc(C(=O)N2CCCC(n3cc(-c4noc(C)n4)nn3)C2)cc1 (centres undefined)	-28.3%	9.3%	i	10.7	21.5%	-29.0%	-19.7%
Cc1coc2cc3oc(=O)c(CC(=O)N4CCCCC4)c(C)c3cc12	·	7.1%	·	-9.5	39.5%[activator]	·	·
O=C(NC1CCCN(Cc2ccc(-c3cncnc3)cc2)C1)c1cccc(Cl)c1 (centres undefined)	-24.7%	-12.1%[12.5 µM]	i	-1.8	-12.4%	·	?
Cc1nn(CCCC(=O)NCc2ccc(OC(C)C)cc2)c(=O)c2c1sc1ccccc12	·	-6.2%	·	2.1	37.2%[activator]	·	·
Cc1ccc(C(=O)NCC23CCC=C2N(C)C(=O)CC3)cn1 (centres undefined)	2.2%	?	i	13.9	9.5%	8.8%	3.3%
Cc1nn(-c2ccc(F)cc2)c(Oc2ccccc2F)c1CCC(=O)NCc1ccco1	35.5µM*	-17.1%	2.2%	14.1	-2.3%	-5.3%	?
O=C([C@@H]1COCC(=O)N1Cc1ccccc1)N1CCN(Cc2ccc3c(c2)OCO3)CC1	-16.7%	-10.4%	-10.6%	5.8	?	-8.0%	-21.2%
CCn1c(CNC(=O)C23CC4CC(CC(C4)C2)C3)nnc1SCC(=O)Nc1ccccc1	·	-13.2%	·	-12.3	-6.7%	·	·
COc1ccc(NC(=O)CN(C)S(=O)(=O)c2ccc3c(c2)c(=O)n(C)c(=O)n3C)cc1	·	-7.0%	·	-0.8	1.9%	·	·
Cc1cc(C)c(NC(=O)c2ccc3nc(C(C)C)oc3c2)c(C)c1	·	8.1%	·	12.1	4.9%	·	·
O=C(c1ccc2oc(-c3ccncc3)nc2c1)N1CCCCC1	?	2.2%	-12.6%	-9.6	15.8%	·	39.8µM*
COc1ccccc1C(=O)N1CCC2(CC1)COc1ccccc1C(=O)N2	i	3.6%	?	16.6	3.0%	-12.0%	-8.1%
COC(=O)N(C)Cc1cccc(C(F)(F)F)c1	-11.8%[138 µM]	4.2%[87.6 µM]	i	6.5	-0.1%[87.6 µM]	4.2%[172 µM]	-24.7%[172 µM]
CCC(=O)NCC12CCCC=C1N(C)C(=O)CC2 (centres undefined)	i	7.7%	1.7%	-9.7	3.6%	0.0%	i
CCN(CC)C(=O)c1coc(COc2ccc3c(c2)C(c2cccc(F)c2)N(C(=O)C(C)C)CC3)n1 (centres undefined)	?	2.0%	i	5.7	-16.4%	-2.3%	?
CC(=O)c1ccc(NC(=O)c2cc(C)nc3c2c(C)nn3-c2ccc(C)cc2)cc1	·	-5.8%	·	-22.9	-15.5%	·	·
CCOC(=O)c1c(NC(=O)Cc2coc3cc(C)cc(C)c23)sc2c1CCC2	·	-1.1%	·	-7.3	-8.3%	·	·
CCN(Cc1ccccc1)C(=O)C1CCCN(C(=O)c2cccnc2)CCC(=O)NCC1 (centres undefined)	-1.1%	8.8%	i	-0.5	34.6%	1.1%	1.7%
Cn1ncc2c(C(=O)Nc3ccc(F)cc3)cc(-c3cccc(C(F)(F)F)c3)nc21	?	·	·	0.6	·	·	-9.9%
C[C@H]1CN(S(=O)(=O)c2ccccc2)C[C@@H]1c1nc(-c2ccncc2)no1	?	12.4%	i	8.1	-1.9%	-4.7%	?
O=C(O)CCC(=O)N1CCC2(CC1)C(=O)NCN2C(=O)Cc1c[nH]c2ccccc12	i	-0.8%	-5.5%	2.4	-29.6%	·	3.2%
O=C(Cc1ccc(F)cc1)Nc1ccc2ncnc(N3CCCC3)c2c1	?	-3.6%	-20.1%	5.9	26.3%	-7.0%	?
CCCC(O)CN1CCC(=O)N(CC2CC2)Cc2ccccc21 (centres undefined)	-21.1%	·	·	-7.5	·	·	?
COc1ccc(N2Cc3c(NCC4CCCCCC4)ncnc3N(C)CC2=O)cc1	?	-20.3%	i	-9.2	3.7%	-4.4%	79.4µM*
CC(C)(C)C(=O)Nc1cc(-c2cccc(Br)c2)nn1-c1ccccc1	·	-20.5%	·	6.8	?	·	·
CN(Cc1cccnc1)c1nc2c(c(=O)[nH]1)CCN(Cc1ccc(C(F)(F)F)cc1)CC2	?	9.4%	i	0.0	5.5%	-0.5%	31.6µM*
COc1ccccc1N1CCN(C(=O)C2CCCN(S(=O)(=O)c3ccc4c(c3)CCCN4C(C)=O)C2)CC1 (centres undefined)	·	4.0%	·	3.7	1.1%	·	·
CN1C(=O)Cc2cc(S(=O)(=O)N3CCN(c4ccccc4F)CC3)ccc21	·	18.7%	·	22.6	1.2%	·	·
O=C(NC1CCN(c2cnn(Cc3ccccc3)c(=O)c2)CC1)c1ccoc1	i	-2.1%	i	9.6	-4.2%	7.3%	0.6%
CCOc1ccc(C(=O)N2CCC3(CC2)N(CCOC)C(=O)CS3(=O)=O)cc1	-14.4%	-7.6%	-1.9%	23.0	-16.2%	-3.1%	-16.3%
Cn1cc(C(NS(=O)(=O)c2cccc3c2OCCO3)C2CC(O)C2)cn1 (centres undefined)	-0.9%	-20.1%	?	38.1	?	-5.4%	-27.4%
O=C(NCCc1ccccc1)N1CCC(Oc2ccc(-c3noc(C4CC4)n3)cc2)C1 (centres undefined)	?	?	i	3.4	-2.9%	?	?
COc1cccc(CNC(=O)c2cccc(N3CCCS3(=O)=O)c2)c1	·	2.9%	·	15.1	16.6%	·	·
COc1ccc(CC(=O)Nc2ccc3c(c2)CN(Cc2ccc(OC)cc2OC)C(=O)C(C)O3)cc1 (centres undefined)	?	-15.0%	?	-1.3	-7.3%	-13.1%	?
O=C(CN(c1cc(C(F)(F)F)ccc1Cl)S(=O)(=O)c1ccccc1)NCCc1ccccc1	·	-17.4%	·	-4.6	?	·	·

By substructure, the compounds so far containing an aryl methoxy group.
SMILES	NIH3T3 tox	SNCA viab count	GPT2 inhibitor	IP6K1 inhibitor	SNCA expr inh	FLuc inh	HEK cytotox
COC[C@H]1NC(=O)CC[C@H]1C(=O)Nc1cccc(OC)c1	-4.0%	?	0.4%	10.9	-14.8%	-4.3%	i
COc1ccc(Br)c(C(=O)Nc2cc3c(cc2N2CCCCC2)n(C)c(=O)c(=O)n3C)c1	·	-11.9%	·	-6.3	21.2%	·	·
COc1ccc(N2CC(C(=O)NCc3ccc(F)cc3)NC2=O)cc1 (centres undefined)	-21.9%	5.8%	i	12.3	-6.1%	-6.0%	-19.4%
COc1ccc(NC(=O)CN(C)S(=O)(=O)c2ccc3c(c2)c(=O)n(C)c(=O)n3C)cc1	·	-7.0%	·	-0.8	1.9%	·	·
COc1ccccc1C(=O)N1CCC2(CC1)COc1ccccc1C(=O)N2	i	3.6%	?	16.6	3.0%	-12.0%	-8.1%
COc1ccc(N2Cc3c(NCC4CCCCCC4)ncnc3N(C)CC2=O)cc1	?	-20.3%	i	-9.2	3.7%	-4.4%	79.4µM*
COc1ccccc1N1CCN(C(=O)C2CCCN(S(=O)(=O)c3ccc4c(c3)CCCN4C(C)=O)C2)CC1 (centres undefined)	·	4.0%	·	3.7	1.1%	·	·
COc1cccc(CNC(=O)c2cccc(N3CCCS3(=O)=O)c2)c1	·	2.9%	·	15.1	16.6%	·	·
COc1ccc(CC(=O)Nc2ccc3c(c2)CN(Cc2ccc(OC)cc2OC)C(=O)C(C)O3)cc1 (centres undefined)	?	-15.0%	?	-1.3	-7.3%	-13.1%	?
